Screening data: PubChem BioAssay, several laboratories
Cdc42 wt: modulators (inhibitors or activators) of GTP binding to human Cdc42 wildtype | P60953 | percent activity (GTP binding), % at 10 µM | GST-Cdc42 beads, Bodipy-GTP binding, flow cytometry; actives lie on both sides | 190,000 compounds, 0.2% hits;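 active = percent activity GTP binding at least 20 points away from the 100% baseline, either down as inhibitor or up as activator; inconclusive = compound flagged as likely green fluorescent from well-wide comparison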;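 also: median bead fluorescence of bound Bodipy-FL-GTP at 100 nM; 0% = excess unlabeled GTP control and 100% = no compound control; below 100% means less GTP binding so inhibitor and above means activator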
Target sequence (P60953 whole entry, looked up): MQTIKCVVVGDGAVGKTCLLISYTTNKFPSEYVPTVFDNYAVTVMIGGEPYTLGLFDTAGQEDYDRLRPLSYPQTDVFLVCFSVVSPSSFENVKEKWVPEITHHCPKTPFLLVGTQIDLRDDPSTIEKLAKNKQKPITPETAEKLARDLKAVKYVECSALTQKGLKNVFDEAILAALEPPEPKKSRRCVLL
Rac1 wt GTP bind: alters GTP binding to wildtype human Rac1 | GTP binding activity (% of control), % at 10 µM | GST-Rac1 beads, fluorescent GTP binding, flow cytometry; actives lie on both sides; 0 = cold GTP competed, 100 = untreated | P63000 | 190,000 compounds, 0.27% hits;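 active = GTP binding activity at least 20 points away from the 100% control level, either lower or higher; inconclusive = compound flagged as likely green fluorescent, judged across all proteins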
Bim-Mcl-1: human Bim-Mcl-1 interaction inhibition | Bead-based flow cytometry, Bim peptide-Mcl-1 binding | inhibition, % at 10 µM | 190,000 compounds, 0.1% hits | AID 1009; in the data active = inhibition above about 40%;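 also: 0% = no compound tracer wells and 100% = peptide blocker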
Target sequence (Q07820 whole entry, looked up): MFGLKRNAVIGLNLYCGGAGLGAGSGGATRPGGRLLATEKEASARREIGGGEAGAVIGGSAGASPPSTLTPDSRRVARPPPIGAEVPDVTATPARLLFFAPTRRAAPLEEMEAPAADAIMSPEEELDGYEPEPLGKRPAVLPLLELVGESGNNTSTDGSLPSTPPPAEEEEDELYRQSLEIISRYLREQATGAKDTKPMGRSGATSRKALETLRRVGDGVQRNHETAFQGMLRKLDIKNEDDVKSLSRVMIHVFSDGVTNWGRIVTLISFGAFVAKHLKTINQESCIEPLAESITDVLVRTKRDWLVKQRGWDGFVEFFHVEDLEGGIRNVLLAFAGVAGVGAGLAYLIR
Rab2 wt GTP: changes GTP binding to wildtype dog Rab2A, up or down; P61105; GST-Rab2 wt beads, Bodipy-GTP binding, flow cytometry; GTP binding activity, % at 10 µM; 190,000 compounds, 0.19% hits; AID 760;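 active = GTP binding activity at least 20 points away from 100%, either lowered or raised; inconclusive = signal likely due to the compound's own green fluorescence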;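 also: 0% = beads with excess unlabeled GTP and 100% = no-compound control corrected for plate trend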
Rab7 wt GTP bind: modulators of GTP binding to dog Rab7 wildtype GTPase | 190,000 compounds, 0.055% hits | AID 758 | GTP binding activity (percent of control), % at 10 µM | GST-Rab7 beads, fluorescent GTP binding, flow cytometry; actives lie on both sides; untreated = 100%, excess cold GTP = 0%;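 active = fluorescent GTP binding to Rab7 beads changed by at least 20 points from the 100% baseline, either direction, mostly lower; inconclusive = compound itself probably fluorescent, or too few beads counted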;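 also: median green fluorescence of bound Bodipy-FL-GTP per Rab7 bead population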
Rac1 act GTP bind: modulators of GTP binding to human Rac1 activated mutant; GST-Rac1 activated beads, fluorescent GTP binding, flow cytometry; actives lie on both sides; 100% means binding = to untreated wells; percent activity (GTP binding), % at 10 µM; 190,000 compounds, 0.11% hits; AID 764;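 active = GTP binding at least 20 percentage points away from the 100% baseline, in either direction, so actives lie on both sides; inconclusive = Compound likely fluorescent itself, or too few beads counted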
RGS8-Gao reg: human RGS8-Galphao interaction regulation; multiplexed bead flow cytometry, RGS8-Galphao binding; actives lie on both sides; 220,000 compounds, 0.34% hits; response (percent of control binding), % at 10 µM; in the data active = response below about 60% or above about 140%; inactive = in between;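 also: Galphao activated as the GDP aluminium fluoride complex binding bead-coupled RGS8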
Target sequence (P09471 whole entry, looked up): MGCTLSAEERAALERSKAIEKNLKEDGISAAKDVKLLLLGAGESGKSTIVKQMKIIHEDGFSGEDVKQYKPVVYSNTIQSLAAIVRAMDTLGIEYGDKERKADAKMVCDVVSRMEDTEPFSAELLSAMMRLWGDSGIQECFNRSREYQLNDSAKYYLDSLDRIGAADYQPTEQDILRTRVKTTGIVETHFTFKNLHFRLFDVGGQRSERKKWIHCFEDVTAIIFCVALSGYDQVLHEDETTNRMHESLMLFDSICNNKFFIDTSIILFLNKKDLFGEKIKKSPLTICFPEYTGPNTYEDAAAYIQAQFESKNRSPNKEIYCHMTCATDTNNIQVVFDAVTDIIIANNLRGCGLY
Pf gametocyte: kills late stage P. falciparum gametocytes. inhibition, % at 10.9 µM. AID 743093. 150,000 compounds, 0.065% hits. P. falciparum stage V gametocytes, ATP luminescence, 24 h;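 active = inhibition above the mean plus 3 SD of compounds within the control limits, set per campaign, cut at about 38% in these data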;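 also: 0% = DMSO wells and 100% = medium only without gametocytes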
HRas wt GTP bind: changes GTP binding to wildtype human HRas. GST-Ras wt beads, Bodipy-FL-GTP binding, flow cytometry; actives lie on both sides. GTP binding activity, % at 10 µM. 190,000 compounds, 0.14% hits. P01112;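 active = GTP binding activity at least 20% away from the 100% baseline, either lowered as inhibitor or raised as activator; inconclusive = flagged as likely green fluorescent, judged across all proteins in the well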;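 also: 0% = unlabeled GTP competition control and 100% = no-compound control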
Target sequence (P01112 whole entry, looked up): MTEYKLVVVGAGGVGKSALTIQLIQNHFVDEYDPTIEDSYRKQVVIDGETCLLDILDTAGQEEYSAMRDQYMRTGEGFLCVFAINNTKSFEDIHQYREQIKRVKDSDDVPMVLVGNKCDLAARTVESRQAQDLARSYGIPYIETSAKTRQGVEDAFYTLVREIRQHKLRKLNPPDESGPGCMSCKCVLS
Mcl1 Bid PPI: Mcl-1/Bid interaction inhibition | TR-FRET Mcl-1/Bid-Dy647 peptide binding, 1536-well | Q07820 | AID 1021 | inhibition, % at 21.7 µM | 220,000 compounds, 0.97% hits;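 active = compounds that cut the binding signal by more than half at the single screening dose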;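 also: His-tagged Mcl-1 with europium anti-His antibody binding Bid BH3 peptide; 0% = Mcl-1 plus peptide wells and 100% = peptide-only wells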
Mcl1-Noxa inh: Mcl-1/Noxa interaction inhibition | TR-FRET Mcl-1/Noxa peptide binding, 2 h | inhibition, % at 21.7 µM | 220,000 compounds, 1.5% hits;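 active = compounds that cut the protein-peptide binding signal by more than 50% relative to plate controls in a single-dose test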;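 also: His-tagged Mcl-1 with rhodamine Noxa BH3 peptide and terbium anti-His antibody; 0% = Mcl-1 plus Noxa peptide wells and 100% = peptide-only wells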
* hit, by the source's call; ? = inconclusive; . = no result given.

SMILES | Cdc42 wt | Rac1 wt GTP bind | Bim-Mcl-1 | Rab2 wt GTP | Rab7 wt GTP bind | Rac1 act GTP bind | RGS8-Gao reg | Pf gametocyte | HRas wt GTP bind | Mcl1 Bid PPI | Mcl1-Noxa inh
COCc1c(C(=O)OCc2nc(N)nc(Nc3ccccc3C)n2)oc2ccccc12 | 102 | 103 | -14 | 101 | 98 | 96 | 101 | -2 | 100 | 9 | 26
C/C(=N/NC(=O)C(O)(c1ccccc1)c1ccccc1)c1ccc([N+](=O)[O-])o1 | 94 | 94 | 0 | 96 | 101 | 92 | 102 | . | 97 | -14 | 4
C/C(N)=C(/C#N)C(=O)COC(=O)CNC(=O)c1ccc(Cl)cc1Cl | 96 | 96 | 0 | 95 | 106 | 95 | 101 | 16 | 96 | -33 | 19
COc1ccc(C)cc1NC(=O)Cn1cnnn1 | 95 | 97 | 1 | 97 | 94 | 94 | 101 | 24 | 97 | -21 | -3
N=c1c(-c2nc3ccccc3[nH]2)cc(C(=O)c2ccco2)nn1-c1ccccc1 | 98 | 107 | -1 | 104 | 106 | 99 | 101 | 3 | 101 | -47 | -41
CC(NCc1ccc(-c2ccccc2)cc1)C(O)c1ccccc1 (stereo not given) | 100 | 104 | 36 | 100 | 98 | 101 | 92 | -9 | 100 | 5 | 14
CS(=O)(=O)N1CC(C(=O)NN)Oc2ccc(Cl)cc21 (stereo not given) | 99 | 101 | -1 | 101 | 102 | 93 | 102 | . | 100 | -12 | 4
Cc1ccccc1-c1nc(SCc2ccccn2)c2c(=O)n(C)c(=O)n(C)c2n1 | 94 | 89 | 2 | 94 | 94 | 93 | 99 | . | 96 | 3 | -9
COc1ccc(NC(=O)C2=Cc3ccccc3OC2)cc1 | 98 | 101 | -2 | 95 | 98 | 96 | 102 | 8 | 95 | -27 | -1
O=C(NCc1cccs1)c1noc2c1CCCC2 | 98 | 96 | 0 | 96 | 95 | 95 | 98 | . | 98 | -4 | -3
COC(=O)CSc1nnc(CNc2ccc(Cl)cc2)n1-c1ccccc1 | 98 | 104 | 6 | 100 | 97 | 99 | 92 | . | 99 | -21 | 19
Cc1ccc(C(C(=O)NC(C)(C)C)N(C(=O)c2csnn2)c2ccccc2F)o1 (stereo not given) | 94 | 94 | 0 | 92 | 94 | 92 | 104 | . | 94 | -8 | 1
CC(=O)NCCC1CCCCN1Cc1nc(Cc2cccc(C(F)(F)F)c2)no1 (stereo not given) | 98 | 98 | -3 | 96 | 95 | 95 | 97 | 6 | 98 | -40 | -5
Cc1cc(C)nc(SCc2ccc([N+](=O)[O-])cc2)n1 | 98 | 97 | -1 | 99 | 100 | 98 | 100 | 12 | 97 | -30 | 12
O=C(NCc1ccco1)c1cccc(Nc2nc3ccc(Br)cc3[nH]2)c1 | 94 | 93 | -6 | 94 | 95 | 92 | 100 | . | 94 | 0 | 24
CC(C)(C)C(=O)NC(NC(=S)Nc1sc2c(c1C#N)CCCC2)C(Cl)(Cl)Cl (stereo not given) | 100 | 99 | -3 | 102 | 95 | 97 | 100 | . | 100 | -72 | 9
CNC(=O)COC(=O)c1cc(SC)ccc1Cl | 95 | 96 | 1 | 98 | 98 | 97 | 100 | 10 | 99 | -5 | -14
O=C(COc1ccccc1O)N1CCN(C(=O)c2ccco2)CC1 | 98 | 100 | 0 | 101 | 102 | 97 | 95 | . | 102 | -36 | 15
O=C1C2C3C=CC(C3)C2C(=O)N1c1cccc(N2C(=O)C3C4C=CC(C4)C3C2=O)n1 (stereo not given) | 100 | 103 | 6 | 99 | 99 | 101 | 95 | 0 | 102 | -19 | 13
COc1cc(NC(=O)c2ccco2)c(OC)cc1NC(=O)Nc1ccccc1Cl | 98 | 100 | -1 | 100 | 106 | 100 | 95 | -30 | 100 | -15 | 19
COC(=O)c1ccc2c(c1)N(Cc1cc(C)ccc1C)C(=O)c1ccccc1S2=O (stereo not given) | 100 | 102 | -4 | 100 | 105 | 99 | 105 | . | 101 | 0 | -1
O=C1N2CCSC2=NC1(Nc1nccs1)C(F)(F)F (stereo not given) | 98 | 98 | -1 | 97 | 96 | 98 | 103 | . | 96 | -25 | -4
COc1ccc(C(=O)Nc2ccc(NC(=O)c3ccco3)c(Cl)c2)cc1OC | 98 | 100 | 1 | 100 | 101 | 100 | 93 | . | 103 | -27 | -11
COC(=O)C1=NNC2(c3ccc(Cl)cc3)C(=O)N(c3ccccc3)C(=O)C12 (stereo not given) | 103 | 100 | -4 | 95 | 100 | 95 | 95 | . | 96 | -2 | 13
C=CCNC(=S)NCc1cccnc1 | 99 | 101 | -1 | 97 | 96 | 98 | 128 | 20 | 98 | -44 | 3
CCOC(=O)/C=c1\s/c(=C\c2ccc(-c3ccccc3)cc2)c(=O)n1CC(=O)NCc1ccc2c(c1)OCO2 | 104 | 108 | -4 | 99 | 101 | 102 | 103 | -6 | 101 | -3 | 13
Cc1ccc(S(=O)(=O)Nc2ccc(O)c3ncccc23)cc1 | 93 | 92 | 1 | 96 | 102 | 94 | 97 | . | 94 | -98 | -54
O=C(Nc1ccc(Cl)c(Cl)c1)OCc1cnc(Cl)s1 | 102 | 100 | 0 | 101 | 96 | 100 | 102 | 16 | 101 | 25 | -125
Cn1c(=O)n(C)c2cc(NS(=O)(=O)c3ccc4c(c3)CCCC4)ccc21 | 105 | 108 | -1 | 102 | 103 | 102 | 103 | 21 | 105 | -29 | 2
CCOC(=O)c1c(NC(=O)CSc2nnc(Cc3ccccc3)o2)sc(C)c1C | 96 | 102 | -5 | 97 | 95 | 94 | 105 | . | 97 | -9 | 12
CC(C)(C)Nc1nc(OCC(F)(F)F)nc(OCC(F)(F)F)n1 | 103 | 104 | 1 | 102 | 100 | 99 | 94 | . | 103 | 3 | 1
Cc1nc(SCC2(C)CC2(Cl)Cl)n[nH]1 (stereo not given) | 94 | 97 | 1 | 96 | 106 | 95 | 97 | 9 | 96 | -24 | 3
COC(=O)C(C)Sc1nnc(-c2ccncc2)o1 (stereo not given) | 89 | 86 | -4 | 96 | 94 | 92 | 100 | . | 93 | -17 | .
Cc1cccc(C(=O)Nc2oc(-c3ccccc3)cc2C#N)c1 | 98 | 101 | 1 | 98 | 99 | 96 | 102 | 24 | 99 | -11 | -19
C#CCOCCOCCOCCNc1nc(N2CCN(C(=O)[C@H](Cc3ccc(O)cc3)n3cc(C(N)CC(C)C)nn3)CC2)nc(N2CCN(C(=O)[C@H](CCC(=O)O)n3cc(C(N)[C@H](C)CC)nn3)CC2)n1 (stereo not given in full) | 97 | 97 | 1 | 95 | 95 | 98 | 104 | . | 96 | 2 | 5
S=c1[nH]nc(CNc2ccc(Cl)cc2)n1Cc1ccccc1 | 98 | 101 | -3 | 98 | 103 | 96 | 102 | 29 | 99 | -21 | -11
O=C(Cc1ccc(-n2cccc2)cc1)NCc1ccccc1Cl | 102 | 107 | -3 | 100 | 101 | 102 | 101 | 9 | 101 | -38 | 8
C=CCNC(=S)/C(=C(/[O-])c1ccccc1Br)[n+]1ccccc1 | ? | ? | 2 | ? | ? | ? | 89 | 8 | ? | -52 | 5
O=S(=O)(c1ccc(S(=O)(=O)N2CCN3CCCC3C2)cc1)N1CCCC1 (stereo not given) | 99 | 103 | 0 | 99 | 102 | 98 | 100 | . | 99 | -5 | 0
Cc1ccc(-c2nnc(CSc3nc4cc5c(cc4cc3C)OCO5)o2)cc1 | 99 | 101 | 4 | 96 | 96 | 98 | 101 | . | 99 | -2 | -32

Compound profiles, from the list above:
Results for CCOC(=O)/C=c1\s/c(=C\c2ccc(-c3ccccc3)cc2)c(=O)n1CC(=O)NCc1ccc2c(c1)OCO2 = Cdc42 wt: 104; Rac1 wt GTP bind: 108; Bim-Mcl-1: -4; Rab2 wt GTP: 99; Rab7 wt GTP bind: 101; Rac1 act GTP bind: 102; RGS8-Gao reg: 103; Pf gametocyte: -6; HRas wt GTP bind: 101; Mcl1 Bid PPI: -3; Mcl1-Noxa inh: 13
Results for Cc1ccc(S(=O)(=O)Nc2ccc(O)c3ncccc23)cc1 = Cdc42 wt: 93; Rac1 wt GTP bind: 92; Bim-Mcl-1: 1; Rab2 wt GTP: 96; Rab7 wt GTP bind: 102; Rac1 act GTP bind: 94; RGS8-Gao reg: 97; Pf gametocyte: .; HRas wt GTP bind: 94; Mcl1 Bid PPI: -98; Mcl1-Noxa inh: -54

The list goes on:
SMILES | Cdc42 wt | Rac1 wt GTP bind | Bim-Mcl-1 | Rab2 wt GTP | Rab7 wt GTP bind | Rac1 act GTP bind | RGS8-Gao reg | Pf gametocyte | HRas wt GTP bind | Mcl1 Bid PPI | Mcl1-Noxa inh
Cc1ccc(-n2c(SCC(=O)NCc3ccc4c(c3)OCO4)nnc2-c2cccnc2)c(C)c1 | 102 | 101 | -2 | 102 | 104 | 99 | 94 | . | 101 | -11 | 14
O=C1NC(=Nc2ccccc2)SC1Cc1ccccc1 (stereo not given) | 100 | 95 | -2 | 96 | 95 | 94 | 101 | -9 | 95 | -1 | 1
CCOc1cc(S(=O)(=O)n2ccc(C)n2)ccc1Br | 94 | 97 | 0 | 95 | 94 | 97 | 99 | 0 | 95 | 5 | 8
N=C1S/C(=C\c2ccc(-c3ccccc3C(=O)O)o2)C(=O)N1c1ccc2c(c1)OCO2 | 83 | 84 | 3 | 87 | 102 | 84 | 98 | . | 87 | 0 | 60*
Cc1ccc(Oc2ccc(-c3nc(N)nc(N)n3)cc2)cc1C | 100 | 104 | -4 | 100 | 97 | 98 | 105 | . | 102 | -17 | 2
Cc1nc2ccccc2c2oc(C(=O)NCCCN3CCC(C)CC3)cc12 | 96 | 98 | -2 | 97 | 101 | 97 | 104 | . | 98 | -16 | 33
CC(C)Oc1ccc(CCc2n[nH]c(=S)n2-c2ccccc2)cc1 | 92 | 94 | -1 | 97 | 103 | 93 | 100 | . | 97 | -24 | 11
Cc1onc(-c2ccccc2)c1C(=O)Nc1nnc(N(C)Cc2ccccc2)s1 | 99 | 103 | 2 | 102 | 105 | 98 | 99 | . | 102 | -12 | 8
CN=C1S/C(=C\c2ccc(N3CCOCC3)c(F)c2)C(=O)N1C | 98 | 101 | 3 | 97 | 96 | 98 | 102 | . | 98 | -7 | 15
O=C(Nc1ncccc1Cl)c1ccccc1F | 96 | 97 | 15 | 98 | 93 | 99 | 100 | 2 | 96 | -26 | 11
O=C(NC1CCCCC1)C(c1ccc(F)cc1)N(Cc1ccco1)C(=O)c1ccccn1 (stereo not given) | 96 | 96 | 1 | 97 | 98 | 96 | 101 | . | 97 | -6 | 2
CC(C)OCCCNC(=O)CCC(=O)NNc1nc2ccccc2c2nc(-c3ccccc3)nn12 | 93 | 96 | 0 | 98 | 93 | 95 | 100 | -6 | 91 | -14 | 2
